FXIa inh – inhibitors of human coagulation factor XIa; P03951; purified FXIa, Boc-Glu-Ala-Arg-AMC fluorogenic substrate; inhibition, % at 5 µM; hit rate 0.14% among 220,000; AID 798;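 active = inhibition of at least 40%; inactive = inhibition below 40%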;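 also: fluorescence of freed AMC excited at 355 nm; 0% = enzyme without compound and 100% = no enzyme blank; many of its hits are not listed in these tables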
p97 ATPase inh – blocks human p97 ATPase activity; P55072; recombinant p97 ATPase, Kinase-Glo ATP luminescence, 3 h; inhibition, % at 8 µM; hit rate 0.42% among 220,000; in the data active = inhibition above about 15%;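 also: 0% = DMSO vehicle and 100% = wells lacking enzyme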
Target sequence (P55072 whole entry, looked up): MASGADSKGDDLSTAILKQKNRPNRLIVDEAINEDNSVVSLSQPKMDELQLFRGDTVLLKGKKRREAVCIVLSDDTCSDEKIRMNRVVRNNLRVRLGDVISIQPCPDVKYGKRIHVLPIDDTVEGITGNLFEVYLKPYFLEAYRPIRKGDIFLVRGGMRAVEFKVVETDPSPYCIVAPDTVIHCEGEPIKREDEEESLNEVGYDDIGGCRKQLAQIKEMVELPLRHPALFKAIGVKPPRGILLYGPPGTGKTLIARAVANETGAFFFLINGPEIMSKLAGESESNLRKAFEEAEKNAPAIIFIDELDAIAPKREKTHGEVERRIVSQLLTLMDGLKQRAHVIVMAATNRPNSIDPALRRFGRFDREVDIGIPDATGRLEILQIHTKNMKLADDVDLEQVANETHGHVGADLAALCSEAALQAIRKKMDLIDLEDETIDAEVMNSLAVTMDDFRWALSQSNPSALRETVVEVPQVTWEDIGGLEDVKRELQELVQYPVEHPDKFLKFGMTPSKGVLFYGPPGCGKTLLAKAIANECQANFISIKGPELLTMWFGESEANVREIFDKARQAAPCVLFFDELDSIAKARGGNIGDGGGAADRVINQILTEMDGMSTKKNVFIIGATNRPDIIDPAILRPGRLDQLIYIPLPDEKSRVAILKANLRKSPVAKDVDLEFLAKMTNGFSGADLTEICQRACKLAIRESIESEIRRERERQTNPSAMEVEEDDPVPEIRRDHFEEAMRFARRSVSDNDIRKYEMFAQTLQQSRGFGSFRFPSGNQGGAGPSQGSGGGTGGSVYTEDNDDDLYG
Wee1 degr inh – inhibitors of human Wee1 degradation; reporter increase, % at 5 µM; HeLa Luc-Wee1K328M stability, luciferase luminescence; 100% = proteasome inhibitor MG132 effect; P30291; hit rate 1.2% among 220,000;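 active = activation above the mean of all tested compounds plus 3 SD, set per screening run, cut at about 8.8% in these data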;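 also: cells exposed to compound for 20 h before luminescence read; 0% = DMSO alone and 100% = MG132 at 30 µM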
Mdm2 ligase inh – inhibitors of human Mdm2 E3 ubiquitin ligase. Q00987. cell-based MDM2 ubiquitination luciferase reporter, 2 h; 0 = plate control, 100 = twice control, blank-subtracted. signal enhancement, % at 5 µM. hit rate 0.11% among 210,000;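 active = signal enhancement of 30% or more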;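 also: luminescence tracks abundance of the self-degrading MDM2-luciferase fusion protein; higher signal means inhibition of MDM2 E3 ligase activity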
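Assay system: stable mammalian line carrying autodegrading MDM2–luciferase fusion reporter; Input: 2000 cells in each well; Compound dosing: single-point 5 µM; Schedule: 2 h compound exposure at 37 °C; Signal: SteadyLite luciferase luminescence after 15 min room-temperature reagent incubation; Evaluation: % luminescence enhancement versus blank-corrected plate control mean; Benchmarks: plate controls and plate blanks.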
FXIIa inh – factor XIIa (human) inhibition | P00748 | purified FXIIa, Boc-QGR-AMC fluorogenic substrate, 2 h | inhibition, % at 5 µM | hit rate 0.3% among 220,000; in the data active = inhibition above about 40%;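 also: 0% = enzyme with no compound and 100% = blank without enzyme; many of its hits are not listed in these tables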
hK5 inh – kallikrein 5 (human) inhibition | hit rate 0.59% among 210,000 | inhibition, % at 5 µM | Q9Y337 | recombinant hK5, fluorogenic AMC substrate cleavage;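 active = inhibition of 40% or more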;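 also: 0% = enzyme controls without compound and 100% = no-enzyme blanks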
Rad51 HR inh – blocks human Rad51 in homologous recombination | inhibition, % at 10 µM | hRad51 DNA strand exchange, fluorescence dequenching | hit rate 0.085% among 200,000 | AID 1385;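 active = inhibition above 40% at the single screening dose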;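 also: 0% = DMSO control wells and 100% = blanks with heterologous ssDNA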
Target sequence (Q06609 whole entry, looked up): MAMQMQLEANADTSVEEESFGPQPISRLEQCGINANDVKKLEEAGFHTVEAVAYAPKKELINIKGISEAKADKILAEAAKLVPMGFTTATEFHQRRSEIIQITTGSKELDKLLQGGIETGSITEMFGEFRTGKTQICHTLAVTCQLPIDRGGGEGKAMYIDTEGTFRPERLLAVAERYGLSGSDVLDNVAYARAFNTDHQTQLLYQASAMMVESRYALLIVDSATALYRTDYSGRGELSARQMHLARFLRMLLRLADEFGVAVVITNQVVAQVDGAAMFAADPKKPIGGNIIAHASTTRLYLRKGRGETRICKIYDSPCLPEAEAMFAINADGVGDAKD
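material = hRad51 filaments on single-stranded DNA | reagent = Donor/quencher-labelled 47-bp dsDNA substrate | compound = 10 µM final, single point | schedule = strand-exchange reaction 15 min at room temperature | measured by = fluorescein emission 520 nm, excitation 485 nm | read-out basis = % inhibition versus plate control and blank means | benchmarks = plate controls and plate blanks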
14-3-3 Bad PPI – disrupts binding of bovine 14-3-3 zeta to phospho-Bad peptide. P63103. TR-FRET 14-3-3zeta/Dy647-pBad peptide displacement, 1 h. inhibition, % at 21.7 µM. hit rate 0.71% among 220,000. AID 781;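 active = inhibition above about 70%, limit read from the data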;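 also: 0% = full 14-3-3 plus peptide FRET controls and 100% = background without 14-3-3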
eIF4E-4G inh – eIF4E/eIF4G interaction inhibition in translation initiation; P63073+Q04637; TR-FRET eIF4E-eIF4GI(517-606) binding, 2 h; inhibition, % at 21.7 µM; hit rate 0.37% among 220,000;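 active = inhibition above about 30%, limit read from the data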;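 also: 0% = full FRET control wells and 100% = background wells lacking eIF4GI fragment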
* hit, by the source's call; nt = not tested or not shown; [ ] = remark or other dose.

SMILES	FXIa inh	p97 ATPase inh	Wee1 degr inh	Mdm2 ligase inh	FXIIa inh	hK5 inh	Rad51 HR inh	14-3-3 Bad PPI	eIF4E-4G inh
O=S(Cc1cc(Sc2ccccc2)nc(-c2ccccc2)n1)c1ccccc1 (stereo not drawn)	-8	1	5	-9	18	-9	-4	2	-2
CCn1c(SCc2nc(-c3ccc(OC)c(OC)c3)no2)nnc1-c1cccs1	-5	-1	-3	-9	12	-12	4	-8	8
CC1SC(c2ccc(F)cc2)NC1=O (stereo not drawn)	-7	-3	1	-11	6	8	1	-4	0
COc1ccccc1NC(=O)C(=O)N/N=C/c1ccc([N+](=O)[O-])s1	-5	5	-2	4	1	-9	5	84*	-4
Cc1nnsc1C(=O)Nc1cccc(Cl)c1Cl	-6	4	1	-6	4	-8	2	0	3
CC(=O)c1ccc(OC(=O)C2c3ccccc3Oc3ccccc32)cc1	10	5	1	-16	28	-19	0	-9	0
Cc1ccccc1N(CC(=O)NC1CCCC1)C(=O)CS(=O)CC(=O)Nc1ccc2c(c1)OCO2 (stereo not drawn)	-8	0	2	-18	2	-12	1	-7	-1
O=C(CCN1CCN(C(c2ccccc2)c2ccccc2)CC1)N/N=C/c1ccc(O)cc1O	13	11	-2	-5	8	-19	-3	-2	7[fluorescence artefact?]
CCCn1c(SCC(=O)N2CCN(c3ccc(OC)cc3)CC2)nc2c1c(=O)n(C)c(=O)n2C	-5	-8	1	-13	-3	15	-6	-13	2[fluorescence artefact?]
COc1ccc2[nH]c(=O)c(CN(C)C(=O)c3ccncc3)cc2c1	6	6	5	6	16	2	-4	-5	2
Cc1nn(C)c(Cl)c1C(N)=O	2	2	-3	-10	11	0	-162	-12	-5
CCCC(c1nnnn1Cc1ccc(OC)cc1)N1CCN(c2ccccc2OC)CC1 (stereo not drawn)	3	-7	-1	-1	4	-4	10	45	2
O=C(O)CCNC(=O)c1ccc(Br)o1	2	5	-2	-10	18	-19	-6	3	6
CCN(Cc1ccncc1)C(=O)CCc1nnc(CCc2ccc(OC)cc2)o1	-1	3	-4	2	11	2	2	-8	-3
COc1ccc(CC(=O)N2CCCC(CNC(=O)c3ccccc3Cl)C2)cc1 (stereo not drawn)	2	5	1	-21	6	nt	nt	-3	1
Cc1ccccc1Nc1nnc(SCC(=O)NC(=O)Nc2ccc3c(c2)OCCO3)s1	-7	-3	-1	-7	3	-20	0	-9	0
Cc1ccc(-n2c(-c3ccccc3)cc(=O)nc2C)cc1	-2	1	4	-6	8	-4	0	2[fluorescence artefact?]	-4
CN(C)/C=N/c1c(C#N)nnn1Cc1ccccc1	-3	1	-2	-11	6	-21	2	12	-4[fluorescence artefact?]
CC(=O)Cc1nsc(NC(=O)c2cc(-c3ccc(Cl)c(Cl)c3)oc2C)n1	-10	3	1	-7	7	-3	-6	30	-29
Cc1ccc(S(=O)(=O)N2CCOCC2)cc1NC(=O)CSc1nnc2cc(C)c3ccccc3n12	-12	-2	2	-13	1	-2	-3	-23[fluorescence artefact?]	-11
COc1ccc(C2CC(c3cccs3)=NN2C(=O)CN2CCCCC2)cc1 (stereo not drawn)	-1	2	-2	9	10	-4	18	-6	0
COc1ccc(/C(N)=N/OC(=O)N2CCOCC2)cc1	-6	-4	-2	-40	8	-3	-1	-9	-1
CCN(CC)C(=O)c1cnn(-c2ccccc2)c1NC(=O)c1cccs1	5	1	5	9	15	-7	-6	1[fluorescence artefact?]	4
CC1(CC(=O)N/N=C/c2cc(Br)c(O)cc2O)OCCO1	0	4	-2	7	11	-97	7	2	-3
Cc1cc(Nc2ccccc2C(=O)O)n(-c2cccc(Cl)c2)n1	-1	6	0	-14	6	-3	-19	-5	-2

The last three compounds of the part above come first, to join the parts:
SMILES	FXIa inh	p97 ATPase inh	Wee1 degr inh	Mdm2 ligase inh	FXIIa inh	hK5 inh	Rad51 HR inh	14-3-3 Bad PPI	eIF4E-4G inh
CCN(CC)C(=O)c1cnn(-c2ccccc2)c1NC(=O)c1cccs1	5	1	5	9	15	-7	-6	1[fluorescence artefact?]	4
CC1(CC(=O)N/N=C/c2cc(Br)c(O)cc2O)OCCO1	0	4	-2	7	11	-97	7	2	-3
Cc1cc(Nc2ccccc2C(=O)O)n(-c2cccc(Cl)c2)n1	-1	6	0	-14	6	-3	-19	-5	-2
COc1ccc(-c2ccc(CCC(=O)O)n2-c2ccccc2O)cc1	5	-1	-2	-6	17	16	nt	1	6
COC(=O)c1cc(S(=O)(=O)n2nc(C)c(Br)c2C)c(Cl)cc1Cl	15	1	-1	-12	23	-3	-6	3	5
C=CCN(Cc1cc(OC)ccc1OC)S(=O)(=O)N(C)C	-1	6	-2	13	7	1	0	-8	2[fluorescence artefact?]
COc1cc2[nH]c(=O)n(CCCCCC(=O)NCCCN3CCC(C)CC3)c(=O)c2cc1OC	6	-2	-2	5	15	-1	-4	2	3
O=C(Nc1cccc(NC(=S)NC(=O)c2cccs2)c1)c1ccccc1	9	3	-1	2	11	-9	nt	-12	7[fluorescence artefact?]
Cc1cccc(Oc2nccc(C(F)(F)F)c2C(=O)Nc2ccc(F)cc2F)c1	2	4	2	-10	6	-1	8	2	1
COCCNC(=O)Cc1cn(C)c2ccccc12	-1	2	-1	-18	-1	28	13	-6	5
CSc1n[nH]c(NC(=O)c2c(-c3c(Cl)cccc3Cl)noc2C)n1	2	4	-1	-1	37	6	nt	-4	2
Cn1nc(C(=O)OCC(=O)c2ccc[nH]2)c2ccccc2c1=O	2	0	-2	-6	10	0	3	-2	1
N#Cc1cc2c(nc1SCc1ccccc1)CCCCC2	4	2	-2	-9	24	-3	6	16	8
O=C(CN1C(=O)CCS(=O)(=O)c2ccccc21)Nc1cccc(F)c1	2	-7	0	-1	9	-16	-6	6	-1
Cc1c(NC(=O)c2ccc(=O)oc2)c(=O)n(-c2ccccc2)n1C	-4	2	0	-8	2	-14	3	-5[fluorescence artefact?]	7
O=C(CCC(=O)Nc1ccccc1)N/N=C/C=C/c1ccccc1	-4	3	0	18	-1	-17	-1	-1	22[fluorescence artefact?]
C=CCNC(=O)C1(c2ccccc2)CC1(Cl)Cl (stereo not drawn)	5	2	-1	-1	16	-16	3	-12	13
CCOc1ccc(NC(=O)Nc2cccnc2)cc1	2	-10	4	-25	11	nt	nt	-6	5
CC(=O)c1ccc(NCC(=O)N2CCN(c3ccccc3)CC2)cc1	-14	5	-1	-13	3	-8	nt	67[fluorescence artefact?]	-46[fluorescence artefact?]
N#C/C(=C\c1ccc(OC(=O)c2ccc(Cl)s2)cc1)c1nc2ccccc2[nH]1	2	2	4	2	8	9	9	31	23
O=C(CN(Cc1ccco1)C(=O)CNS(=O)(=O)c1ccc(F)cc1)NCCc1ccccc1	1	-3	-2	-17	-7	-13	11	-11[fluorescence artefact?]	3
O=C(O)CC(SCC(=O)Nc1ccc(S(=O)(=O)N2CCCC2)cc1)C(=O)O (stereo not drawn)	-2	8	-4	-8	3	-4	-1	-14	1
COc1ccc(C(=O)N/C(=C\c2ccc3c(c2)OCO3)C(=O)Nc2cccc(C(=O)O)c2)cc1	-5	0	-1	-10	9	0	5	-7	2
COC(=O)c1nc[nH]c1C(=O)OC	4	8	1	-19	9	1	8	-21	-1
CC1=CC2=NC(=O)/C(=C\c3cccn3CCOc3cccc(C)c3)C(=N)N2O1	-3	-7	1	5	6	-12	-7	-9[fluorescence artefact?]	-9
COc1ccc(-c2nc(-c3ccccc3)ncc2S(C)(=O)=O)cc1	-3	1	-1	-17	0	-11	-32	-10	3
CCCOc1ccc(/C(O)=C2/C(=O)C(=O)N(CCOC)C2c2cccnc2)cc1 (stereo not drawn)	6	5	2	-14	17	-15	nt	16	0
Cc1ccc2c(c1)C1CN(C)CCC1N2C(=S)Nc1ccc(OC(F)F)cc1 (stereo not drawn)	12	-4	-1	-12	nt	7	-2	6	0

3 entries from above, sorted by length of the SMILES, falling:
SMILES	FXIa inh	p97 ATPase inh	Wee1 degr inh	Mdm2 ligase inh	FXIIa inh	hK5 inh	Rad51 HR inh	14-3-3 Bad PPI	eIF4E-4G inh
O=C(Nc1cccc(NC(=S)NC(=O)c2cccs2)c1)c1ccccc1	9	3	-1	2	11	-9	nt	-12	7[fluorescence artefact?]
C=CCNC(=O)C1(c2ccccc2)CC1(Cl)Cl (stereo not drawn)	5	2	-1	-1	16	-16	3	-12	13
CCOc1ccc(NC(=O)Nc2cccnc2)cc1	2	-10	4	-25	11	nt	nt	-6	5

Continuation:
SMILES	FXIa inh	p97 ATPase inh	Wee1 degr inh	Mdm2 ligase inh	FXIIa inh	hK5 inh	Rad51 HR inh	14-3-3 Bad PPI	eIF4E-4G inh
CCc1cc(C(=O)c2ccc(OC)cc2)c(N)s1	12	3	0	-4	10	0	10	-4	2
Cn1cc2ccc([N+](=O)[O-])cc2n1	-2	5	1	-4	6	0	-4	1	-4
Cc1ccc(N/C(SCc2ccccc2C)=C(/C#N)C(=O)NCc2ccco2)cc1C	2	-7	-1	-15	-3	-5	-2	-1	5
NS(=O)(=O)c1ccc(CNC(=O)Cc2ccccc2F)cc1	-5	0	2	4	5	-4	15	2	0
O=C1CC(c2ccc(Cl)cc2)CC(=O)C1CS(=O)(=O)c1ccccc1 (stereo not drawn)	-5	-8	-3	-11	3	-4	0	8	8
O=C(Oc1ccccc1C(=O)Oc1ccccc1)c1cccnc1	19	-1	-4	-8	7	0	16	8	1
COc1ccc(-c2nnc(NC(=O)c3cc(C)on3)s2)cc1	11	-1	-1	-13	16	-26	3	16	2
COc1ccc(C2NC(c3ccc(OC)cc3)C(c3ccccc3)C(=O)C2c2ccccc2)cc1 (stereo not drawn)	-6	2	-1	-10	-3	-20	-7	-20	1
O=c1c(C(c2ccccc2)c2c(O)sc3ccccc3c2=O)c(O)sc2ccccc12	-9	2	-2	-15	3	1	0	19	19
Cc1ccc(N(CC(=O)Nc2c(C)n(C)n(-c3ccccc3)c2=O)S(C)(=O)=O)cc1C	-1	2	-2	4	10	-11	3	2[fluorescence artefact?]	5
CCOC(=O)N1CCN(C(=O)CC(=O)Nc2ccc3nc4n(c(=O)c3c2)CCCCC4)CC1	20	1	1	-21	29	-10	-6	-3	-8
CCOC(=O)C1=C(C)Nc2ccccc2N=C1NC(=O)C(CC)c1ccccc1 (stereo not drawn)	0	1	0	-12	5	-5	-12	0	4
COc1cccc(-c2cc(C(=O)Nc3c(C)n(C)n(-c4ccccc4)c3=O)no2)c1	20	-1	0	-17	28	0	-9	3	5[fluorescence artefact?]
CCOc1ccc(CNC(=S)NCc2ccc(OCC)cc2)cc1	-1	-2	2	-10	9	-9	2	-12	1
N#C/C(=N\Nc1ccc(Cl)cc1)C(=O)c1ccsc1	3	11	5	-14	5	1	19	2	4
O=C(CCN1C(=O)c2ccccc2C1=O)OCn1nnc2ccccc2c1=O	-1	3	0	-5	6	-15	-5	3	-7
CC(C)(C)OC(=O)N1CCC(c2c(C(=O)O)cnn2-c2ccccc2Cl)CC1	2	3	-4	2	17	5	-1	4	0
CCc1ccc(Nc2n[n+](C)c(-c3ccc(C(=O)O)cc3)s2)cc1	8	nt	nt	7	14	8	nt	-9	-3
CCOC(=O)c1c(NC(=O)CSc2nnc(C)o2)sc(C)c1C	2	3	9.8*	nt	9	8	23	10	-7
CCOCC(=O)Nc1cccc(OC)c1	9	-4	-1	-6	15	-20	4	-5	4
Cc1ccc(S(=O)(=O)NN=C2CCN(Cc3ccccc3)CC2)cc1	8	2	-2	-5	11	-2	nt	13	0
CCO[C@H]1OC(C(=O)N2CCN(C)CC2)=C[C@@H](c2csc3ccccc23)[C@@H]1CCCO	-2	0	0	nt	5	-1	1	0	1
